# CHRM5 agonist: human M5 muscarinic receptor agonists, primary screen, CHO-K1 cells, Fluo-8 calcium fluorescence | actives 0.19% (n = 360,000) | AID 624037, 2012 | CHO-K1 hM5 cells; 0% DMSO wells, 100% maximal acetylcholine response | activation, % at 3 µM | Muscarinic acetylcholine receptor M5 (Homo sapiens), P08912;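 active = activation above the run's mean over test compounds plus 3 SD, cut at about 23% in these data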;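 note: signal is peak over basal fluorescence ratio across the kinetic read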
# IDE cell inh: human IDE inhibitors in live cells, primary screen, fluorescence polarization, HEK cells, FAbetaB substrate; FAbetaB cleavage; inhibition, % at 5.59 µM; actives 0.41% (n = 320,000);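 active = percent inhibition above the average of all tested compounds plus 3 SD, set per screening campaign, cut at about 16% in these data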;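 note: IDE supplied by intact live HEK cells; FP after avidin binding of uncleaved biotin substrate so inhibition keeps polarization high; 0% = DMSO wells and 100% = 60 µM reference IDE inhibitor Ii1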
# Target sequence (P14735 whole entry, looked up): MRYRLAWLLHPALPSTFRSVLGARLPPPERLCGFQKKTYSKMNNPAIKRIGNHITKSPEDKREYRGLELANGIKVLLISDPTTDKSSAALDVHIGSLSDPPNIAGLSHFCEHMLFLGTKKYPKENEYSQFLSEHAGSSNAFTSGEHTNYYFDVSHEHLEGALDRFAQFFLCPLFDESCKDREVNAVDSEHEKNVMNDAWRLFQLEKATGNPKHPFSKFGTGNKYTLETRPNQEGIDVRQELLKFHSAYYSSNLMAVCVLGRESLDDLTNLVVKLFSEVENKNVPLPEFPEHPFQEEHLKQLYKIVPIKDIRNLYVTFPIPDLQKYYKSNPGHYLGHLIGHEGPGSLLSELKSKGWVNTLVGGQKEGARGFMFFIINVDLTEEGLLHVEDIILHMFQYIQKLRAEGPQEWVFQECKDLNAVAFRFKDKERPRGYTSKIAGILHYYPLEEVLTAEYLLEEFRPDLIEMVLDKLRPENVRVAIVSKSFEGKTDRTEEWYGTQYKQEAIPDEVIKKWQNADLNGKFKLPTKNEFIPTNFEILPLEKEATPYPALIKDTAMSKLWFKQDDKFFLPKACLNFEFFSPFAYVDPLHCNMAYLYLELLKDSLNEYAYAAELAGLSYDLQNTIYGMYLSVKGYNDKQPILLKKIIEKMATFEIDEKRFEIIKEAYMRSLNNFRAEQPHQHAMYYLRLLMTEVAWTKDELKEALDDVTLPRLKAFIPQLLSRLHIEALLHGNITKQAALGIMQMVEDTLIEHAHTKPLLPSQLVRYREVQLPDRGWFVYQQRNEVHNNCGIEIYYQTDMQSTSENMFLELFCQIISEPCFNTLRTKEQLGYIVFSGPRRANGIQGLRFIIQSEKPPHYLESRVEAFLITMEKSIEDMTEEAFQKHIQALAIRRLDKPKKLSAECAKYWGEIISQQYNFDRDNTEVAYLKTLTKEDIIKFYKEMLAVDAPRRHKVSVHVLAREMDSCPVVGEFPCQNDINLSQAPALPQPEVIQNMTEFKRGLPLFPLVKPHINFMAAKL
# CRFBP-R2 block: antagonists of CRF-BP/CRF-R2 complex, primary screen, cell-based, HEK293, calcium dye fluorescence, uHTS; CRF-induced calcium fluorescence; inhibition, % at 11.8 µM; actives 0.59% (n = 350,000); AID 588475, 2011;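 active = inhibition of the ligand-induced calcium signal above about 50% at the single tested concentration, limit read from the data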
# CRFR2-BP ag: agonists of CRF-BP/CRF-R2 complex, primary screen, cell-based, HEK293, calcium dye fluorescence, uHTS. actives 0.46% (n = 350,000). activation, % at 13.2 µM. CRF-binding protein / CRF receptor 2 complex (human). calcium dye fluorescence (FLIPR); percent of saturating CRF peptide response. AID 588473, 2011;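 active = activation of at least 50%, plus an integration ratio under a set limit after plate pattern correction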;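 note: plate controls were neutral control wells without compound for no effect and CRF at EC100 for full effect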
# CHRM5 PAM: human M5 muscarinic receptor positive allosteric modulators, primary screen, CHO-K1 cells, Fluo-8 calcium fluorescence. Muscarinic acetylcholine receptor M5 (Homo sapiens), P08912. CHO-K1 hM5, ACh EC20 PAM; 0% = ACh EC20, 100% = ACh EC100. activation, % at 3 µM. actives 0.3% (n = 360,000);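 active = activation above the run cutoff, the mean activation of all test compounds plus 3 SD, cut at about 18% in these data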
#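 Replicates: One well per compound, no replicates | System: Human M5 receptor in CHO-K1 cells | Benchmarks: Low control EC20 acetylcholine (0%), high control EC100 acetylcholine (100%) | Probe or stimulus: Acetylcholine, EC20 level | Times: Fluo-8 loading 80 min at 37 °C plus 30 min room temperature | Signal: Intracellular calcium via Fluo-8 fluorescence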
# CHRM4 antagonist: human M4 muscarinic receptor antagonists, primary screen, CHO cells, Fluo-8 calcium fluorescence. Muscarinic acetylcholine receptor M4 (Homo sapiens), P08173. CHO-hM4 cells, ACh EC80. inhibition, % at 3 µM. actives 0.73% (n = 360,000). AID 624125, 2012;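 active = inhibition above its plate's cutoff, the mean inhibition of sample wells plus 3 SD, cut at about 27% in these data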;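 note: 0% = acetylcholine EC80 with DMSO and 100% = DMSO without agonist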
# CHRM4 PAM: human M4 muscarinic receptor positive allosteric modulators, primary screen, CHO-K1 cells, Fluo-8 calcium fluorescence. actives 0.4% (n = 360,000). activation, % at 3 µM. AID 624126, 2012. CHO-K1 hM4/Gqi5, ACh EC20; 0% = ACh EC20, 100% = maximal ACh;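 active = activation above its plate's cutoff, the mean activation of sample wells plus 3 SD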; note: some results filed as inactive read as strong as hits
# M5 antag: human M5 muscarinic receptor antagonists, primary screen, CHO cells, Fluo-8 calcium fluorescence. AID 624040, 2012. inhibition, % at 3 µM. Muscarinic acetylcholine receptor M5 (Homo sapiens), P08912. actives 0.59% (n = 360,000). CHO-hM5 cells, ACh EC80;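 active = inhibition above a per-plate cutoff, the mean of that plate's test compounds plus 3 SD, cut at about 27% in these data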;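 note: 0% = acetylcholine EC80 with DMSO and 100% = DMSO without agonist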
# CHRM4 agonist: human M4 muscarinic receptor agonists, primary screen, CHO-K1 cells, Fluo-8 calcium fluorescence | Muscarinic acetylcholine receptor M4 (Homo sapiens), P08173 | CHO-K1 hM4/Gqi5; vehicle 0%, full acetylcholine response 100% | activation, % at 3 µM | actives 0.14% (n = 360,000);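 active = activation above the run mean over all test wells plus 3 SD, cut at about 32% in these data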;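 note: peak over basal fluorescence ratio per well then scaled between controls; 0% = DMSO wells and 100% = acetylcholine at EC100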
# * hit, by the source's call; . = no result given.
SMILES,CHRM5 agonist,IDE cell inh,CRFBP-R2 block,CRFR2-BP ag,CHRM5 PAM,CHRM4 antagonist,CHRM4 PAM,M5 antag,CHRM4 agonist
Cc1nc2c(c3c1[nH]c1ccccc13)C(=O)CC(C)(C)C2,-1,1,2,-0.8,-11,10,5,9,4
CC(=O)N1CCc2cc(N=NC3=C(O)CC(C)(C)CC3=O)ccc21,2,1,9,3.7,-5,-3,10,-3,1
O=C(COc1ccc(Cl)cc1Cl)Nc1ccc(-c2ccc(N3CCOCC3)nn2)cc1,0,2,-8,1.2,5,5,9,-1,2
COc1ccc(C[C@H]2CN3C(=NC[C@@H]3Cc3ccc(O)cc3)N2CCNC(=O)c2ccc(C)c(Br)c2)cc1,-13,5,-1,-0.3,1,7,-8,8,0
CCNC(=S)NC1CC2CCC(C1)N2Cc1ccccc1 (stereo unspecified),-6,1,-2,7.6,-8,5,-7,11,0
COc1ccc(OC)c2sc(N(CCN(C)C)C(=O)c3ccc4ccccc4c3)nc12,-4,4,0,-0.6,4,-1,3,-8,1
CC(C)C(Nc1ccc(S(=O)(=O)N2CCOCC2)cc1[N+](=O)[O-])C(=O)O (stereo unspecified),0,-1,-5,3.4,10,-18,9,3,0
Cc1nn(C)cc1S(=O)(=O)N1CCN(c2cccc(Cl)c2)CC1,-5,6,-4,0.2,-3,12,6,7,2
CC(=O)/C(=N/Nc1ccccc1)Sc1nnc(C(O)c2ccccc2)n1-c1ccccc1 (stereo unspecified),3,-3,-17,0.5,6,-7,3,5,5
Cc1cc(C(=O)NC2CCCc3c2cnn3-c2ccc(C(C)(C)C)cc2)n[nH]1 (stereo unspecified),3,-1,-4,-0.9,-1,-2,-7,7,7
Cc1ccc(C2=Nc3ccc(Br)cc3C(c3ccncc3)=NN2)cc1,-3,-3,-14,0.1,-4,0,3,1,1
COC(=O)c1sc(NC(=O)COC(=O)C2CCC2)c(C(=O)OC)c1C,0,.,-10,2.7,-2,-8,3,3,1
O=C(NCc1ccc(F)cc1F)[C@@H]1CCCN1C(=O)[C@@H]1CCCN1C(=O)c1cccc(Cl)c1,-4,.,.,.,-4,-25,10,-7,1
CCOC(=O)C1=C(O)c2ccccc2C(=O)/C1=C\c1ccc(C)cc1,3,1,-152,111*,-6,15,-6,15,13
COc1ccc(C(=O)NC2CCSc3ccccc32)cc1F (stereo unspecified),-4,1,9,-0.1,2,-1,0,-1,1
CCCC(=O)Nc1sc(C)c(C)c1C(=O)Nc1cccc(C)c1,-4,-1,-16,-1.6,-4,-4,3,4,0
COc1cc(C(=O)NNC(=O)c2ccc(S(=O)(=O)N3CCCCC3)cc2)cc(OC)c1OC,0,-1,1,0.4,-1,-2,0,-5,0
CN(C)C(CNC(=O)CCNC(=O)c1ccc(Cl)cc1)c1ccco1 (stereo unspecified),0,-6,-3,0.3,5,-1,0,1,0
O=C(CCn1c(=O)c2sccc2n(Cc2cc(=O)n3ccccc3n2)c1=O)NCc1ccco1,3,4,6,3.8,5,0,7,-7,1
CC(NC(=O)C(c1ccccc1)c1ccccc1)c1ccccc1 (stereo unspecified),-13,-1,26,-2.4,14,-7,-11,-9,-1
CCOC(=O)NCc1ccc2[nH]c(C)cc2c1,2,-1,-16,-0.1,6,-15,8,-9,2
O=C(C[C@H]1CC[C@H]2[C@@H](COC[C@@H](O)CN2C(=O)c2cnccn2)O1)NCc1ccc(Oc2ccccc2)cc1,4,.,.,.,2,-3,12,2,3
Cc1cc(C(=O)N/N=C/c2ccc(N(C)C)o2)cs1,0,-2,6,-0.6,-2,4,-4,-6,1
COc1cc(CNC[C@H]2O[C@@H](n3ccc(N)nc3=O)[C@H](O)[C@@H]2O)ccc1OCc1ccc(C)cc1,0,.,4,-2.6,-2,-1,0,5,0
N#CC1=C(N)C(C#N)(C#N)C(c2cccnc2)C2CN(C(=O)OCc3ccccc3)CC=C12 (stereo unspecified),2,8,-33,1.5,2,1,-1,0,0
CCOc1ccccc1C(=O)Nc1cccc2cccnc12,-5,-1,-3,1.5,0,4,-3,11,-1
Brc1ccccc1/C=N/Nc1ccc2ccccc2n1,-3,-5,-20,1.3,-4,-5,-3,-2,0
CCN(CC)c1ccc(S(=O)(=O)N2CCOCC2)cc1NC(=O)COC(=O)c1cccnc1SC,0,-3,-2,6.5,-2,-7,3,-3,0

# Rewritten with values under each structure: entries from further up.
# Order of values – CHRM5 agonist, IDE cell inh, CRFBP-R2 block, CRFR2-BP ag, CHRM5 PAM, CHRM4 antagonist, CHRM4 PAM, M5 antag, CHRM4 agonist
- CCCC(=O)Nc1sc(C)c(C)c1C(=O)Nc1cccc(C)c1
 : -4, -1, -16, -1.6, -4, -4, 3, 4, 0
- COc1cc(C(=O)NNC(=O)c2ccc(S(=O)(=O)N3CCCCC3)cc2)cc(OC)c1OC
 : 0, -1, 1, 0.4, -1, -2, 0, -5, 0
- CN(C)C(CNC(=O)CCNC(=O)c1ccc(Cl)cc1)c1ccco1 (stereo unspecified)
 : 0, -6, -3, 0.3, 5, -1, 0, 1, 0
- O=C(CCn1c(=O)c2sccc2n(Cc2cc(=O)n3ccccc3n2)c1=O)NCc1ccco1
 : 3, 4, 6, 3.8, 5, 0, 7, -7, 1
- CC(NC(=O)C(c1ccccc1)c1ccccc1)c1ccccc1 (stereo unspecified)
 : -13, -1, 26, -2.4, 14, -7, -11, -9, -1
- CCOC(=O)NCc1ccc2[nH]c(C)cc2c1
 : 2, -1, -16, -0.1, 6, -15, 8, -9, 2
- O=C(C[C@H]1CC[C@H]2[C@@H](COC[C@@H](O)CN2C(=O)c2cnccn2)O1)NCc1ccc(Oc2ccccc2)cc1
 : 4, ., ., ., 2, -3, 12, 2, 3
- Cc1cc(C(=O)N/N=C/c2ccc(N(C)C)o2)cs1
 : 0, -2, 6, -0.6, -2, 4, -4, -6, 1
- COc1cc(CNC[C@H]2O[C@@H](n3ccc(N)nc3=O)[C@H](O)[C@@H]2O)ccc1OCc1ccc(C)cc1
 : 0, ., 4, -2.6, -2, -1, 0, 5, 0
- N#CC1=C(N)C(C#N)(C#N)C(c2cccnc2)C2CN(C(=O)OCc3ccccc3)CC=C12 (stereo unspecified)
 : 2, 8, -33, 1.5, 2, 1, -1, 0, 0
- CCOc1ccccc1C(=O)Nc1cccc2cccnc12
 : -5, -1, -3, 1.5, 0, 4, -3, 11, -1
- Brc1ccccc1/C=N/Nc1ccc2ccccc2n1
 : -3, -5, -20, 1.3, -4, -5, -3, -2, 0
- CCN(CC)c1ccc(S(=O)(=O)N2CCOCC2)cc1NC(=O)COC(=O)c1cccnc1SC
 : 0, -3, -2, 6.5, -2, -7, 3, -3, 0

# Sorted by length of the SMILES (descending): some entries from above.
SMILES,CHRM5 agonist,IDE cell inh,CRFBP-R2 block,CRFR2-BP ag,CHRM5 PAM,CHRM4 antagonist,CHRM4 PAM,M5 antag,CHRM4 agonist
O=C(C[C@H]1CC[C@H]2[C@@H](COC[C@@H](O)CN2C(=O)c2cnccn2)O1)NCc1ccc(Oc2ccccc2)cc1,4,.,.,.,2,-3,12,2,3
Cc1cc(C(=O)NC2CCCc3c2cnn3-c2ccc(C(C)(C)C)cc2)n[nH]1 (stereo unspecified),3,-1,-4,-0.9,-1,-2,-7,7,7
CC(=O)N1CCc2cc(N=NC3=C(O)CC(C)(C)CC3=O)ccc21,2,1,9,3.7,-5,-3,10,-3,1
